Screening results (PubChem BioAssay)
MsrA act – activates bovine MsrA enzyme; purified bovine MsrA, absorbance read-out; activation, % at 10.6 µM; 0.3% of 360,000 active; in the data active = activation above about 7.5%;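 note: 0% = vehicle and 100% = reference activator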
MsrA inh – bovine MsrA inhibition. purified bovine MsrA, absorbance read-out. 0.75% of 360,000 active. inhibition, % at 15.5 µM; in the data active = inhibition above about 4.5%;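 note: 0% = vehicle wells with enzyme and 100% = reference inhibitor wells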
eLon inh – inhibitors of E. coli Lon protease; P0A9M0; purified E. coli Lon protease, fluorescence polarization; inhibition, % at 7.94 µM; 0.42% of 360,000 active; in the data active = inhibition above about 13%, passing the limit was not always enough;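 note: 0% = enzyme with probe and DMSO and 100% = no enzyme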
Target sequence (P0A9M0 whole entry, looked up): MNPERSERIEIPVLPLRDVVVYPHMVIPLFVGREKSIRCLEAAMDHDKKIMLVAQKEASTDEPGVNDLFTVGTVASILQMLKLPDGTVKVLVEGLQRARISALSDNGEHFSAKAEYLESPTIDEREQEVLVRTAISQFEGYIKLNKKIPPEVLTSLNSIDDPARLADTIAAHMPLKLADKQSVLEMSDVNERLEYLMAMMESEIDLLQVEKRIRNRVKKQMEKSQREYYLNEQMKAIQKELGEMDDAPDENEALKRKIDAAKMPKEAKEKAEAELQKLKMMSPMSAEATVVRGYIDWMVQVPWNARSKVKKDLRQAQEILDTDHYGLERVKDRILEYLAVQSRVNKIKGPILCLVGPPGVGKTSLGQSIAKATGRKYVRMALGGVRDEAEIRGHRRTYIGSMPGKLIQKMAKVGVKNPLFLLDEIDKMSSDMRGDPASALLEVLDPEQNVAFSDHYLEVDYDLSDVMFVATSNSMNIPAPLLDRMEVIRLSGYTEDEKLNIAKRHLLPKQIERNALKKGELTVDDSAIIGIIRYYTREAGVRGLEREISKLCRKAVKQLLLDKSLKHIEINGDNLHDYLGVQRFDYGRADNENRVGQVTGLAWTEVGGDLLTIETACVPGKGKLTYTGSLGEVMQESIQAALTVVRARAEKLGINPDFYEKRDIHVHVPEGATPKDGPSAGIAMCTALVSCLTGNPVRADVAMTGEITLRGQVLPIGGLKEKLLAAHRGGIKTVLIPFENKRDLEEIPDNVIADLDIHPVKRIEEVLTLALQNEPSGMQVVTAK
LMPTP inh – LMPTP (human) inhibition; 0.22% of 360,000 active; inhibition, % at 20 µM; recombinant LMPTP-A, OMFP fluorogenic substrate, fluorescence intensity; AID 651560;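 active = compounds that cut the enzyme signal by at least half of the control window in the single-dose screen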;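 note: plate controls were DMSO wells with enzyme plus substrate for no effect and substrate without enzyme for full effect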
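Test system – LMPTP-A phosphatase enzyme · Quantity – 0.625 nM LMPTP-A final · Reagent – OMFP substrate, 400 µM final · Dosing – one test concentration per compound, 20 µM, with 3% DMSO overall · Timing – 50 min enzyme reaction at room temperature, protected from light · Detection – fluorescence intensity · Controls – substrate-only low control, DMSO enzyme-plus-substrate high control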
SUMO1 PPI mod – SUMO1-SIM interaction modulation. SUMO1 binding to a labelled peptide, TR-FRET, 1 h. 0.33% of 360,000 active. P63165. inhibition, % at 20 µM; in the data active = inhibition above about 37%
Target sequence (P63165 whole entry, looked up): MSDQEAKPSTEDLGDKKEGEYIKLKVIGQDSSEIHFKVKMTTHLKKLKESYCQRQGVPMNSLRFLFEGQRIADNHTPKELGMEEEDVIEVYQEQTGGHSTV
CendR NRP1 mod – modulators of CendR peptide binding to human neuropilin-1 | 0.85% of 360,000 active | inhibition, % at 25 µM | FAM-RPARPAR peptide binding to NRP-1, fluorescence polarization | O14786;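 active = inhibition or corrected inhibition above about 18%, plus a signal ratio from 0.5 to 1.5, limit read from the data, passing the limit was not always enough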; note: strong numbers were not always called active
Tb MetRS inh – blocks T. brucei methionyl-tRNA synthetase activity; purified T. brucei MetRS, ATP depletion, Kinase-Glo luminescence; inhibition, % at 11.9 µM; 0.4% of 360,000 active; AID 624268;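 active = inhibition above a per-plate cutoff of the control wells' mean inhibition plus 3 SD, cut at about 5.5% in these data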;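 note: 0% = DMSO wells median and 100% = median of wells with control inhibitor compound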
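Material: T. brucei methionyl-tRNA synthetase, purified; reagent: substrates ATP, L-methionine and bulk Escherichia coli tRNA; dosing: 11.9 µM single point; timing: 15 min plus 2 h at 25 °C; detection: luminescence of leftover ATP; evaluation: % inhibition; control set: DMSO-only wells as low control; replicates: singlicate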
Scp-1 inhibitor – blocks human Scp-1 phosphatase activity; Q9GZU7; Recombinant Scp1, phosphopeptide, malachite green phosphate absorbance; inhibition, % at 20 µM; 0.88% of 340,000 active; AID 493091;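 active = inhibition above about 50% at 20 µM, limit read from the data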;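 note: plate controls were DMSO wells with enzyme for no effect and wells lacking enzyme for full effect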
Target sequence (Q9GZU7 76-261 limits assumed): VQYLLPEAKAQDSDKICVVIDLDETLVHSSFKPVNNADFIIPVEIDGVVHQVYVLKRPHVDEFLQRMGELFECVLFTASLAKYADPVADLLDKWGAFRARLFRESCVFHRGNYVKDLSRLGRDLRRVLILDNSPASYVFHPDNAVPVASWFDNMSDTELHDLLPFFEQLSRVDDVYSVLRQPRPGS
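Material – SCP-1 phosphatase catalytic domain, residues 76-261 · Buffer or medium – Acidic Tris acetate buffer with magnesium and detergent · Also added – Phospho 17-mer peptide substrate · Compound – single 20 µM dose, 1% DMSO · Times – 45 min room-temperature reaction, 5 min colour, 30 min stabiliser · Technique – Phosphate-binding colour reagent, absorbance read at 630 nm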
STEP inh – STEP (human) phosphatase inhibition | P54829 | recombinant STEP, OMFP fluorogenic substrate, fluorescence | 0.25% of 360,000 active | inhibition, % at 20 µM;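 active = inhibition at 20 µM, scaled per plate between control wells, above about 37%, limit read from the data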;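 note: 0% = DMSO with enzyme and substrate and 100% = substrate only without enzyme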
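System: isolated STEP enzyme; schedule: 20 min enzyme reaction at room temperature, protected from light; medium: Bis-Tris buffer pH 6.0, 2.5 mM DTT, 0.005% Tween 20; signal: fluorescence, 480/540 nm; dosing: single compound dose of 20 µM, 1% DMSO final; also added: OMFP substrate, 25 µM final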
DNMT1 block – blocks human DNA methyltransferase DNMT1; DNMT1 molecular beacon, Hinp1I cleavage, fluorescence; inhibition (reported as % activation of signal), % at 10 µM; 0.83% of 360,000 active; AID 588458; in the data active = inhibition above about 50%
Active calls of the source: *; . = not tested or not shown.

Below each SMILES – eLon inh, MsrA inh, STEP inh, SUMO1 PPI mod, LMPTP inh, DNMT1 block, CendR NRP1 mod, MsrA act, Tb MetRS inh, Scp-1 inhibitor
> CCCCn1nc(NC(=O)COC)c2cc3ccc(C)cc3nc21
→ -10, ., -6, -6, 2.3, 12, 3, -11, -2.3, 52*
> COc1ccc(N2CCN(C(=O)CN=C3NS(=O)(=O)C(c4ccc(C)cc4)=C3C)CC2)cc1
→ 4, 2.6, 1, -13, 0.1, -6, -7, -9, 0.2, 0
> Cc1ccc(CCN2CC(C(=O)NCc3cccnc3)CC2=O)cc1 (stereo not drawn)
→ 5, 0.0, 2, -5, -1.7, -1, 5, -4, -0.2, -10
> CCOC(=O)c1ccc(NC(=S)N2CCCC2)cc1
→ -4, -0.4, 0, -1, -1.8, 1, 3, -7, 0.0, 5
> CCOc1ccc(CCNC(=O)CCCn2c(=O)c3cccn3c3cccnc32)cc1OCC
→ -3, 0.0, -1, 0, -0.5, -1, 14, -2, -0.5, -4
> O=C(CN1C(=O)c2ccccc2C1=O)Nc1nccs1
→ 16, 1.0, -2, -1, 0.0, 2, 2, -5, -0.2, -11
> COc1ccc2oc(C(=O)OCC(=O)Nc3ccc(NC(C)=O)cc3)c(C)c2c1
→ -1, -0.1, -1, 2, -0.8, 0, -26, -3, -0.3, 10
> COc1ccc(NC(=O)Cc2c(Cl)cccc2Cl)cn1
→ -1, 0.0, 4, 3, 0.0, -5, 5, -4, 0.3, -4
> COc1ccc(C(=O)Nc2ccc(S(=O)(=O)Nc3onc(C)c3C)cc2)cc1
→ 4, 0.5, 2, 10, -0.8, -1, -10, -1, 0.1, -10
> CC(C)(C)NC(=O)Cn1c(=O)n(CC(=O)NC(C)(C)C)c2ccccc21
→ -6, -1.0, 2, 1, 1.8, -1, -22, 0, -0.2, -5

3 structures out of the list, arranged by formula weight, low to high.
Below each SMILES – eLon inh, MsrA inh, STEP inh, SUMO1 PPI mod, LMPTP inh, DNMT1 block, CendR NRP1 mod, MsrA act, Tb MetRS inh, Scp-1 inhibitor
> CCOC(=O)c1ccc(NC(=S)N2CCCC2)cc1
→ -4, -0.4, 0, -1, -1.8, 1, 3, -7, 0.0, 5
> CCCCn1nc(NC(=O)COC)c2cc3ccc(C)cc3nc21
→ -10, ., -6, -6, 2.3, 12, 3, -11, -2.3, 52*
> COc1ccc2oc(C(=O)OCC(=O)Nc3ccc(NC(C)=O)cc3)c(C)c2c1
→ -1, -0.1, -1, 2, -0.8, 0, -26, -3, -0.3, 10

Further entries follow:
Below each SMILES – eLon inh, MsrA inh, STEP inh, SUMO1 PPI mod, LMPTP inh, DNMT1 block, CendR NRP1 mod, MsrA act, Tb MetRS inh, Scp-1 inhibitor
> C=CCn1c(=S)sc2c(=O)[nH]c(C)nc21
→ 5, 1.0, -2, 6, -1.9, -3, -9, -8, -0.1, -11
> O=C(CSc1nc(=O)[nH]c2c1CCCC2)Nc1cc(C(F)(F)F)cc(C(F)(F)F)c1
→ -6, -0.1, 1, 4, 1.2, 12, 0, -1, -0.5, -2
> COc1ccccc1NC(=O)c1ccc(C(=O)Nc2ccccc2OC)nc1
→ -14, -1.9, 0, -2, -0.5, -5, 1, -2, -0.2, -14
> CC(=O)N1CCCc2cc(S(=O)(=O)N3CCCC(C(=O)Nc4cccc(C)c4)C3)ccc21 (stereo not drawn)
→ 0, -0.3, 0, 0, 0.9, -1, -3, 0, -0.2, -2
> O=C(O)CNCC1COc2ccccc2O1 (stereo not drawn)
→ 0, -0.1, -1, 2, -0.7, 4, -14, 0, 0.1, -5
> COc1cc2[nH]c(C(=O)NCc3ccccc3)cc2c(OC)c1OC
→ 5, 0.8, -2, 1, 0.0, -1, 3, -2, -0.1, -2
> CCN(CC(=O)NCc1ccc(Cl)cc1)C(=O)CSc1ccccc1
→ -4, 0.6, 2, 4, -1.1, 0, 2, -3, -0.2, -9
> O=C(CCNS(=O)(=O)c1cccs1)N1CCCCCC1
→ -8, -0.2, -1, -1, 0.2, 7, -2, -11, -1.3, -6
> O=C(NCCN1CCOCC1)c1cccc(S(=O)(=O)N2CCCCC2)c1
→ -4, -0.5, -1, 4, -1.3, 3, 6, -3, -0.5, 1
> O=C1C2CCCN2C(=S)N1C1CCCCC1 (stereo not drawn)
→ -18, 1.1, 1, 6, -1.1, 1, 2, -2, 1.4, -2
> Cc1cccnc1NC(=O)C(c1ccccc1)c1ccccc1
→ 1, 0.1, -1, -4, -1.0, 3, 9, 1, -0.5, -1
> O=C1OC(c2ccccc2)=C/C1=C/N1CCOCC1
→ -8, 0.6, 3, -3, 2.6, -1, -1, -5, -1.1, -3
> C/C(=N\NC(=O)C1CC1c1ccccc1)c1cccc([N+](=O)[O-])c1 (stereo not drawn)
→ -6, 0.0, -3, -12, 1.2, 4, 0, 0, -0.1, -2
> CC(C)Nc1c([N+](=O)[O-])c(=O)oc2ccccc12
→ 7, 2.0, -1, -13, 0.3, 1, -2, -2, 0.3, -4
> S=C(NCCCN1CCOCC1)N1CCN(c2nc(-c3ccccc3)cs2)CC1
→ 6, -0.2, 3, -3, -3.2, 1, 2, -9, -1.2, -9
> CCC(=O)Nc1nonc1-c1nc2ccccc2n1Cc1cccc2ccccc12
→ 4, 1.4, 4, -8, 1.6, -16, -1, 1, -0.5, -10
> CC1=C(C(=O)N2CCOCC2)CC(CC(=O)NCc2cccc3ccccc23)C(=O)N1Cc1ccc(C(C)(C)C)cc1 (stereo not drawn)
→ -6, -0.7, 0, -3, 0.5, -7, 2, -1, -0.2, .
> CC(C)OC(=O)CSc1nnnn1-c1ccc2c(c1)OCCO2
→ 0, 0.3, 0, 5, -0.3, -4, -9, -1, -0.1, -11
> COc1ccc(CCNC(=O)C2(C)CCC(=O)N2Cc2ccc(C)cc2)cc1OC (stereo not drawn)
→ -8, 0.1, 1, -1, -1.8, 1, 3, -3, -0.6, -11
> CSc1ncccc1C(=O)Nc1ccncc1
→ -1, 1.1, -1, 1, -0.3, 2, 15, -1, 0.3, 1
> CN1CCN(c2ccc(CNC(=O)c3cc4ccccc4o3)cc2)CC1
→ -1, 0.6, 0, 5, 0.0, -2, 2, -10, -2.1, -10
> C[C@@H]1CN([C@@H](C)CO)C(=O)c2cc(Br)cnc2O[C@H]1CN(C)S(=O)(=O)c1cccs1
→ -6, 2.0, -4, 2, -0.2, 5, -7, -3, -0.8, .
> CC1CC(C)CN(C(=O)COC(=O)c2ccc3ccccc3n2)C1 (stereo not drawn)
→ -6, 0.0, 0, -17, -1.0, 5, 6, -4, 0.0, -8
> Cc1cc(C)n(-c2nc3ccccc3nc2Nc2ccc3c(c2)OCO3)n1
→ -6, 1.0, 0, 5, 3.1, -10, -18, -1, 0.2, -12
> Cn1nc([N+](=O)[O-])nc1Sc1ccc(C(C)(C)C)cc1
→ 1, 0.1, 2, -27, 1.7, -4, 4, -2, -1.5, 0
> CCOc1ccc(/C(C)=N/N2C(=O)C(CC(=O)Nc3ccc(OC)cc3[N+](=O)[O-])SC2=Nc2cccc(C)c2C)cc1 (stereo not drawn)
→ -1, 0.5, 1, -7, 0.0, -4, -5, -9, -1.0, 1
> Cc1ccc(Nc2nc(N)nc(CSC(=S)N3CCOCC3)n2)c(C)c1
→ -3, 1.2, 0, 2, -1.2, 2, -3, -3, -0.5, 6
> COc1cccc(=O)c2c(C)n(-c3cc(C)cc(C)c3)c(C)c12
→ 12, -0.2, 1, 1, 1.4, 41, -38, -3, 0.0, -4
> C[C@@H]1CC=C[C@H]2[C@H]1C(=O)N(Cc1ccccc1)[C@H]2c1ccc(F)c(-c2ccc(N(C)C)cc2)c1
→ -13, 0.8, 2, -39, 6.7, 0, 0, -4, -0.1, 1
> Cc1ccccc1-c1nc(CN(C)C(C)c2ccon2)c(C)o1 (stereo not drawn)
→ -5, 1.1, 1, -1, -0.8, -2, 7, 0, 0.1, -7
> COc1cccc(C(O)c2ncc(-c3ccc4ccccc4c3)[nH]2)c1 (stereo not drawn)
→ -10, 0.4, 0, -22, 1.5, -1, -14, -3, 5.0, .
> CCCn1c(N2CCN(CC(=O)NCc3cccs3)CC2)nc2ccccc21
→ 3, 1.5, -4, -8, -0.7, 11, 11, 1, -0.5, 1
> CC(C)CCn1c(O)c(N=NC(=O)Cn2ccc(C(F)(F)F)n2)c2ccccc21
→ -7, 0.1, 3, 0, -1.5, 1, 8, -2, 0.2, -10
> CCCN1CCN(C(=O)CN2C(=O)COc3ccc(S(=O)(=O)N(CC)CC)cc32)CC1
→ 5, 0.7, -2, -1, -2.1, 0, 0, -3, 0.2, 4
> O=C(Nc1ccc(C(=O)N2CCN(c3ccccc3F)CC2)cc1)C1=CSCCO1
→ -2, -0.3, 0, -4, -0.8, -3, 12, -2, 0.0, -5
> COc1ccc(CCc2nnc(CCC(=O)N(C)Cc3ccncc3C)o2)cc1
→ -4, -0.2, 4, -2, -1.8, 0, 9, -4, -0.5, -4
> O/N=C1\CCCCc2ccccc21
→ 5, 0.3, -1, 0, -2.8, 0, -6, -8, -0.7, 13
> CN1CC2(C)OC(=O)C(Cl)=C2CC1c1ccccc1 (stereo not drawn)
→ -1, -1.3, 2, 2, -0.3, -2, -9, -4, 0.3, -7
> O=C(NCC(c1ccco1)N1CCc2ccccc21)c1cccc(F)c1 (stereo not drawn)
→ 2, -0.1, 1, 7, 0.7, 5, 12, -9, -0.7, 6
> O=C(COC(=O)c1cc([N+](=O)[O-])ccc1N1CCOCC1)c1ccc(OC(F)F)cc1OC(F)F
→ -9, 0.6, -6, -15, 1.7, -6, -7, 1, -0.1, -10
> COC(=O)[C@H](C)N(Cc1ccc(Cl)c(Cl)c1)S(=O)(=O)CCN1CCCC1
→ -9, -0.4, -1, -2, -1.5, 2, 6, -4, 0.0, -4
> Cc1ccc(-c2nc3s/c(=C\c4ccco4)c(=O)n3n2)cc1
→ -12, 1.1, 5, 4, 4.4, 79*, -52, -1, 0.1, 67*
> O=C(CCn1nnnc1CN1CCOCC1)N1CCC(c2cccc(Cl)c2)C1 (stereo not drawn)
→ -2, -0.4, 0, 0, -1.1, -2, 11, -6, -0.4, 0
> O=C(Nc1ccccc1)N(Cc1ccc2c(c1)OCO2)Cc1nc2ccccc2c(=O)[nH]1
→ -4, 1.8, 1, 4, 1.1, -7, -5, -1, 0.3, -2
> CC(=O)c1cccc(NC(=O)CN(c2ccc(F)cc2)S(C)(=O)=O)c1
→ -7, 0.3, 2, 1, -2.0, 0, 8, 0, -0.4, -15
> Cc1cccc(OC(C)C(=O)NC2CCS(=O)(=O)C2)c1C (stereo not drawn)
→ -5, ., 0, 1, 0.3, 0, 8, -2, 0.1, -4
> COc1ccc(Br)cc1C(=O)Nc1cccc(NC(=O)c2ccco2)c1
→ -6, 0.4, -3, 10, 4.0, -9, -3, 0, -0.1, -14
> COc1ccc(/C=C/C(=O)C23CC4CC(CC(C4)C2)C3)cc1CN1CCOCC1
→ -4, 1.1, -1, 18, 1.6, -1, -10, -4, -0.4, 1
> Cc1ccc2c(c1)CCCN2C(=O)c1cc2ccccc2oc1=O
→ -5, 1.1, 0, -7, -0.2, -1, 0, -7, -1.3, -4
